CIT2-GFP yeast – modulators of CIT2-GFP expression in yeast, primary screen, S. cerevisiae, GFP fusion, multiplex flow cytometry, MLPCN library; S. cerevisiae CIT2-GFP strain, 3 h; 100 means same as DMSO wells; 320,000 tested, 0.065% active; GFP response vs DMSO, % at 10 µM;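 active = GFP response relative to DMSO above a set limit, near the screen mean plus 3 SD, cut at about 150% in these data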;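 also: ratio of well median GFP fluorescence to mean of DMSO wells on the plate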
VLA-4 inh – inhibition in human VLA-4 binding assay, primary screen, VLA-4 allosteric modulator project, MLPCN library, flow cytometry, VLA-4 expressing cells; ligand binding flow cytometry; inhibition, % (about 7 µM as worked out from the volumes in the protocol); 330,000 tested, 0.2% active; in the data active = inhibition above about 50%
CR mimetic SO – reduction of superoxide in aged yeast, primary screen, HTS | S. cerevisiae aged cells, superoxide DHE fluorescence; active compounds read low | superoxide response (% of plate mean), % at 10 µM | 330,000 tested, 0.18% active | AID 2690, 2010;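 active = superoxide response under a set limit, about three screen SD below normal, cut at about 65% in these data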;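 also: yeast aged for seven days with compound at 30 °C before DHE staining; 100% = average MFI of all compound-treated wells on the plate with controls excluded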
MEX-5 binding – MEX-5 zinc finger RNA-binding disruptors – biochemical, C. elegans, fluorescence polarization, MLPCN library, primary screen | Zinc finger protein mex-5 (Caenorhabditis elegans), Q9XUB2 | MEX-5/FITC-TCR2 RNA binding; active compounds read low | activity score (negative = inhibition of binding), % at 10 µM | 300,000 tested, 0.38% active;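 active = inhibition past about -25% in most replicates, and total fluorescence under double the plate's negative control median, limit read from the data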;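 also: 0% = DMSO and -100% = 5 µM competing unlabeled TCR2 RNA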
Target sequence (Q9XUB2 whole entry, looked up): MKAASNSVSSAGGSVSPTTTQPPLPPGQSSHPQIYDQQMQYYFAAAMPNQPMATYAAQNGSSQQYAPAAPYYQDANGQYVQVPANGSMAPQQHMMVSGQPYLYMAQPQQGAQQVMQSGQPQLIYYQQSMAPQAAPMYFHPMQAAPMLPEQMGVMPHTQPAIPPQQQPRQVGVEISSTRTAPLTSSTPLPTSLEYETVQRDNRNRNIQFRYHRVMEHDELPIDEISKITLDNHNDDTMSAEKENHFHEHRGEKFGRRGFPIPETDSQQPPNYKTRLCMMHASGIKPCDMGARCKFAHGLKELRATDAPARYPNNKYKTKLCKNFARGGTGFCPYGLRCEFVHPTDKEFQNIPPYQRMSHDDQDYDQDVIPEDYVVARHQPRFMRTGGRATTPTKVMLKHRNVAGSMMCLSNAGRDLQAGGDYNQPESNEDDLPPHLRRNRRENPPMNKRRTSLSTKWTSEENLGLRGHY
GRK2 inh – compounds blocking aptamer binding on GRK2 – biochemical, human GRK2, bead flow cytometry, HTS, primary screen; 330,000 tested, 0.59% active; AID 488847, 2010; Beta-adrenergic receptor kinase 1 (Homo sapiens), P25098; FAM-aptamer displacement from GRK2; inhibition of aptamer binding, % at 10 µM;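 active = inhibition of aptamer binding above 40%, roughly 3 SD of noise, on plates passing a quality check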;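 also: median bead fluorescence of bound FAM aptamer so fluorescent compounds give negative values; no value below 0 was filed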
GLD-1 RNA inh – GLD-1/TGE RNA complex disruptors, primary screen, biochemical, fluorescence polarization. purified GLD-1 + fluorescein TGE RNA. inhibition, % at 5.96 µM. 320,000 tested, 0.44% active. AID 2280, 2010;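 active = percent inhibition above a per-plate cutoff, the plate mean of test compounds plus 3 SD, cut at about 30% in these data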;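 also: 0% = DMSO wells with GLD-1 and probe and 100% = wells lacking GLD-1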
MCL1 BIM primary – inhibitors of MCL1 binding to BIM-BH3, primary screen, biochemical, fluorescence polarization. Induced myeloid leukemia cell differentiation protein Mcl-1 (Homo sapiens), Q07820. GST-MCL1 / FITC-Bim-BH3 fluorescence polarization. inhibition, % at 10.9 µM. 320,000 tested, 0.68% active. AID 2057, 2009;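 active = inhibition above the mean inhibition of all tested compounds plus 3 SD, set per campaign, cut at about 40% in these data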;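 also: 0% = DMSO wells and 100% = unlabeled Bim-BH3 peptide control; higher means more loss of mP so more displacement of Bim peptide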
Target sequence (Q07820 whole entry, looked up): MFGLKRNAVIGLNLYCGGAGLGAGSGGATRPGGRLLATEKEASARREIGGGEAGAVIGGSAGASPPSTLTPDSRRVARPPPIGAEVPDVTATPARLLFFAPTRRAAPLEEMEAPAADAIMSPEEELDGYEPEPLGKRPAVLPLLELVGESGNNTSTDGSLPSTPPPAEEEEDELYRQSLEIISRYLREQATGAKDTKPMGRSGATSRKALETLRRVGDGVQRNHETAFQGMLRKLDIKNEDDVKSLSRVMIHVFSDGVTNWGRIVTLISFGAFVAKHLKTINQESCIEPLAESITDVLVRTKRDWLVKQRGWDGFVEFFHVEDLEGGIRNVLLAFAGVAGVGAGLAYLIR
AGP1 TOR yeast – modulators of AGP1-GFP expression in yeast TOR pathway, primary screen, cell-based, multiplex flow cytometry, S. cerevisiae, MLPCN library | 3 h; GFP as percent of DMSO wells | GFP response vs DMSO, % at 10 µM | 320,000 tested, 0.02% active;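 active = GFP response relative to DMSO above a set limit, near screen average plus 3 SD, cut at about 150% in these data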;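 also: median GFP channel fluorescence of the gated AGP1 strain per well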
BCLXL inh – inhibitors of human Bcl-xL, primary screen, biochemical, fluorescence polarization, HTS | GST-Bcl-xL / FITC-Bim BH3 peptide fluorescence polarization | 320,000 tested, 0.7% active | inhibition, % at 10.9 µM | Bcl-2-like protein 1 (Homo sapiens), Q07817;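 active = inhibition above the mean of all tested compounds plus 3 SD, cutoff set per campaign, cut at about 30% in these data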;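 also: 0% = DMSO wells and 100% = unlabeled Bim-BH3 peptide competitor; inhibitors lower millipolarization by displacing the labeled peptide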
Target sequence (Q07817 whole entry, looked up): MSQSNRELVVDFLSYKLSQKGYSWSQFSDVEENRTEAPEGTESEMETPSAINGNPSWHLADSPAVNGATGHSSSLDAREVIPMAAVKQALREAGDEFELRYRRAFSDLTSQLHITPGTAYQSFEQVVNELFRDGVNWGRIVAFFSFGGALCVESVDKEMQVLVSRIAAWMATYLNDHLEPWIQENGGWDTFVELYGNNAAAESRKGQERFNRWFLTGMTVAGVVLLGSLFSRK
An asterisk follows results filed as active; / = no result given.

SMILES	CIT2-GFP yeast	VLA-4 inh	CR mimetic SO	MEX-5 binding	GRK2 inh	GLD-1 RNA inh	MCL1 BIM primary	AGP1 TOR yeast	BCLXL inh
CCn1c(=O)c2sccc2n(CC(=O)NC2CCCC2)c1=O	107.2	11.3	113.4	-0.8	1.0	-0.9	-1.8	105.8	-3.0
Cc1ccccc1CSCC(=O)NCc1ccco1	93.5	9.5	110.6	-1.2	2.0	-3.1	9.5	104.6	8.6
CC(C)C[C@@H](CO)N1CCN(Cc2ccc(O)cc2)CCC1=O	101.5	25.2	98.2	-1.1	0.0	0.5	16.6	105.4	-0.2
CCN1CCCC1CNC(=O)c1[nH]c2ccc(OC)cc2c1C (centres undefined)	92.2	11.4	105.0	3.1	0.0	-2.3	-3.9	85.7	-2.2
CN(C)C(=O)CS(=O)(=O)c1ccc(Cl)cc1	108.8	10.7	113.0	1.7	6.0	3.9	-4.3	113.0	2.4
COc1ccc(C(=O)CC(=O)C(=O)Nc2cc([N+](=O)[O-])ccc2OC)cc1	88.4	-15.7	104.0	-6.1	0.0	2.6	4.3	90.0	4.1
O=C(COc1ccccc1[N+](=O)[O-])NCC1(N2CCOCC2)CCCCC1	102.9	-5.7	112.9	/	0.0	8.5	/	96.6	/
CC12c3ccccc3C(c3ccccc31)C1C(=O)N(c3cccnc3)C(=O)C12 (centres undefined)	114.5	4.8	91.5	-0.5	1.0	7.8	4.2	102.6	-0.5
COc1ccc(-c2nc(CNS(=O)(=O)c3cc(OC)ccc3OC)cs2)cc1	98.9	-17.1	99.4	-3.6	7.0	-7.1	7.0	91.8	5.7
CCCN(CC(=O)Nc1ccccc1C)C(=O)CCN1C(=O)c2cccc([N+](=O)[O-])c2C1=O	106.4	2.7	106.0	-0.5	0.0	6.3	-0.5	105.5	0.8
Cc1sc2ncnc(N3CCC(C(=O)Nc4nc(-c5ccc(F)cc5)cs4)CC3)c2c1C	94.2	5.2	88.7	0.7	0.0	-0.2	-3.0	99.5	-1.8
CN(C)c1ccc(Sc2nnc(NC(=O)Nc3ccc(Cl)cc3Cl)s2)cc1	99.3	4.9	102.7	1.1	0.0	7.1	3.7	109.3	5.5
CC(C(=O)Nc1ccc(F)c(F)c1F)N1CCCCCC1 (centres undefined)	92.0	-4.2	95.2	-0.8	0.0	7.9	0.7	104.4	-1.2
O=C(N/N=C(\Cc1ncc[nH]1)c1ccccc1)c1ccncc1	89.9	0.1	111.8	-0.3	2.0	1.4	15.0	86.6	7.7
Cc1ccc(SCC(=O)O/N=C(\N)c2cccnc2)cc1	92.4	3.6	113.8	0.1	2.0	10.6	4.2	95.1	0.4
COc1ccccc1NS(=O)(=O)c1cccc(C(=O)N/N=C(\C)c2ccc3c(c2)OCCO3)c1	84.1	1.0	97.2	1.8	6.0	-1.7	5.0	111.0	3.5
Cc1ccc(C)c(OCCCCN2CCCCC2)c1	98.0	-2.8	94.3	0.4	2.0	-2.3	3.1	90.3	3.1
Cc1ccc(C)c(S(=O)(=O)Nc2nc3ccc(S(N)(=O)=O)cc3s2)c1	97.8	3.4	100.0	-2.1	5.0	3.7	6.7	99.1	6.9
COc1ccc(CCC(=O)N2CCc3ccccc32)cc1	76.1	5.5	102.3	-1.2	2.0	-3.6	-4.7	93.6	1.6
COc1ccc([N+](=O)[O-])cc1N(CC(=O)N1CCCC1)S(C)(=O)=O	98.8	1.9	101.0	-1.5	1.0	1.4	3.8	104.8	0.9

Reprinted at random: four compounds from above.
SMILES	CIT2-GFP yeast	VLA-4 inh	CR mimetic SO	MEX-5 binding	GRK2 inh	GLD-1 RNA inh	MCL1 BIM primary	AGP1 TOR yeast	BCLXL inh
Cc1ccccc1CSCC(=O)NCc1ccco1	93.5	9.5	110.6	-1.2	2.0	-3.1	9.5	104.6	8.6
CN(C)C(=O)CS(=O)(=O)c1ccc(Cl)cc1	108.8	10.7	113.0	1.7	6.0	3.9	-4.3	113.0	2.4
Cc1ccc(C)c(S(=O)(=O)Nc2nc3ccc(S(N)(=O)=O)cc3s2)c1	97.8	3.4	100.0	-2.1	5.0	3.7	6.7	99.1	6.9
O=C(N/N=C(\Cc1ncc[nH]1)c1ccccc1)c1ccncc1	89.9	0.1	111.8	-0.3	2.0	1.4	15.0	86.6	7.7

More records:
SMILES	CIT2-GFP yeast	VLA-4 inh	CR mimetic SO	MEX-5 binding	GRK2 inh	GLD-1 RNA inh	MCL1 BIM primary	AGP1 TOR yeast	BCLXL inh
O=C(CN1C(=O)C(=O)N(C2CCCC2)C1=O)Nc1ccc(N2CCOCC2)cc1	96.5	14.5	107.1	-4.8	8.0	-4.6	-8.5	102.1	-2.4
Cc1cn(CCC(=O)Nc2ccc(N3CCOCC3)cc2)c2ccccc12	/	12.3	106.6	-0.5	0.0	4.3	3.2	/	9.0
COn1c(=O)c(=O)n(O)c2ccccc21	105.5	-5.1	77.0	-1.7	0.0	0.0	5.2	94.6	5.2
O=C(C[C@H]1C/C=C/CC[C@H](Cc2ccc(F)cc2)C(=O)O[C@H](c2ccccc2)CNC1=O)NCCO	92.7	33.6	99.0	/	0.0	2.9	/	94.0	/
O=C(OCC#CCSc1nnc(-c2cccc3ccccc23)o1)c1ccc(Cl)cc1	97.3	7.6	122.3	/	4.0	8.5	/	104.7	/
CCC(=O)c1ccc(Oc2nc3c(c(=O)n(C)c(=O)n3C)n2CC)cc1	97.5	4.9	108.5	1.5	1.0	16.0	0.5	101.2	3.0
COC(=O)C1CN(C(=O)C(C)Oc2ccccc2F)c2ccccc2O1 (centres undefined)	105.6	-5.2	112.9	-0.8	1.0	-2.6	-10.3	103.9	-1.7
Cc1cc(C)cc(C(=O)Nc2cc3c4c(c2)CC(=O)N4CCC3)c1	105.0	12.6	98.0	0.6	2.0	4.4	9.8	109.1	4.9
Oc1ccc(/C=N/N(c2ccccc2)c2ccccc2)c(O)c1O	102.8	-20.5	98.9	-2.2	3.0	4.1	5.2	99.3	1.8
O=C(CCC1COc2ccccc2O1)NCc1ccco1 (centres undefined)	114.4	-11.1	84.7	0.0	1.0	6.1	2.0	104.7	1.4
Cc1ccccc1N1C(=O)c2sc3nc4c(c(=O)n3c2C1=O)CCC4	85.6	2.3	109.3	-1.2	0.0	-1.1	3.2	85.7	6.3
Cc1ccc(S(=O)(=O)N2CCN(C(=S)NCC3CCCO3)CC2)cc1 (centres undefined)	101.2	-0.8	66.3	-0.7	6.0	2.8	4.2	101.9	-0.2
Cc1ccccc1-n1c(SCC(=O)c2c(N)n(C3CC3)c(=O)[nH]c2=O)nnc1N1CCOCC1	96.5	15.8	89.6	/	1.0	-3.2	-26.0	91.6	-21.9
COc1ccc2[nH]cc(C(O)CN3CCN(c4ccccc4F)CC3)c2c1 (centres undefined)	101.1	6.7	101.4	-2.1	1.0	-6.5	10.4	103.7	1.6
COc1ccc(S(=O)(=O)N2CC3C4C=CC(C4)C3C2)cc1 (centres undefined)	90.6	5.0	115.2	-0.2	3.0	-1.4	-0.6	97.1	-0.2
Cc1c(NC(=O)C(C)OC(=O)c2sc3ccccc3c2Cl)c(=O)n(-c2ccccc2)n1C (centres undefined)	90.5	17.6	110.5	0.2	4.0	5.1	-21.0	119.8	-8.4
COc1ccc(S(=O)(=O)N2CCCC(C(=O)NCCC3=CCCCC3)C2)cc1 (centres undefined)	104.7	3.6	92.8	0.3	5.0	-3.1	3.0	103.2	2.3
CCCOC(=O)c1ccc(OCC(O)CN2C(=O)NC(C)(C)C2=O)cc1 (centres undefined)	103.2	9.9	101.7	-0.1	0.0	-5.9	2.6	107.6	5.4
Cc1ccc(/C=C/C(=O)c2ccccc2)cc1	106.9	5.7	99.0	/	0.0	5.1	0.6	114.5	3.7
CCC1(C)Cc2nc3[nH]c(=S)n(-c4ccc(C)cc4)c(=O)c3cc2CO1 (centres undefined)	111.3	10.6	104.6	-2.5	1.0	5.7	7.3	107.3	6.0
O=C(NCc1ccccc1Cl)C1CCN(S(=O)(=O)c2ccc(F)cc2)CC1	99.7	2.9	97.0	-2.1	0.0	3.4	5.6	103.7	0.2
Cc1ccc(CNC(=O)CCCc2ccccc2)cc1	96.9	2.9	100.9	-0.1	0.0	0.0	2.1	109.0	3.1
CC(C)n1c(NCCO)nc2ccccc21	/	-4.9	103.7	-1.6	0.0	2.8	3.2	86.5	0.7
CCOc1ccc(NC(=O)CSc2ncn[nH]2)c([N+](=O)[O-])c1	94.6	24.9	125.4	-11.0	0.0	3.8	0.1	90.8	2.3
Cc1ccc(C(=O)c2ccc([N+](=O)[O-])cc2)cc1C	102.5	7.6	86.4	1.7	2.0	0.5	5.9	105.1	5.5
Cc1cccc(CSC(=N)N)c1	100.3	12.0	100.2	0.8	5.0	4.8	-3.2	91.6	-0.6
COC(=O)CSc1ncnc2c1sc1nc(-c3ccco3)c3c(c12)CC(C)(C)OC3	110.1	-9.6	91.4	/	1.0	3.4	24.6	103.8	12.8
CCOc1ccc(S(=O)(=O)NCCC(=O)NC(C)CCc2ccccc2)cc1 (centres undefined)	92.2	11.9	92.0	5.7	1.0	2.8	-1.3	105.6	2.2
NC(=O)c1ccc(Nc2ccc([N+](=O)[O-])cc2[N+](=O)[O-])cc1	95.7	-6.7	115.6	0.5	5.0	5.8	6.3	95.4	5.2
Cc1cccc(S(=O)(=O)Nc2ccc(C)c3c2OC(C)(C)C3)c1	95.7	6.9	80.8	0.7	1.0	7.4	-1.8	105.4	-1.2
COc1cccc(C(=O)N2CCN(C(=O)C3CCCO3)CC2)c1 (centres undefined)	101.1	-2.3	92.5	/	0.0	4.4	2.2	108.0	8.2
O=C(C1CCCCN1S(=O)(=O)c1ccccc1[N+](=O)[O-])N1CCCCC1 (centres undefined)	93.6	5.0	122.6	-2.7	4.0	-5.6	4.6	91.7	2.3
O=C(NCC1CCCO1)C(C(=O)c1ccc(F)cc1)n1ccccc1=O (centres undefined)	102.9	-10.3	105.1	2.1	4.0	3.7	10.4	105.3	6.0
O=C(CCn1nnc2ccccc21)Nc1nnc(Cc2ccc(F)cc2)s1	109.5	-6.3	94.2	-3.0	4.0	1.0	8.4	111.7	4.3
Cc1cc(-c2ccccc2)[nH]c(=O)c1C#N	96.0	7.5	112.6	2.7	1.0	2.3	-3.8	102.7	2.2
COCCCNC(=O)c1ccc2c(=O)n(C3CCCC3)c(=S)[nH]c2c1	96.8	9.0	109.6	-1.3	0.0	-7.6	-4.3	104.2	3.4
CC1CC(C)CN(CCCNC(=O)CCNC(=O)Cn2ccc3ccccc3c2=O)C1 (centres undefined)	99.8	-5.3	108.2	0.9	1.0	11.1	2.3	/	11.9
CSCCC(NC(=O)c1ccccc1Br)C(=O)NCc1ccc(F)cc1 (centres undefined)	93.7	-0.6	23.1*	-3.0	1.0	7.0	-7.4	97.9	-1.2
Cc1noc(C)c1COc1cccc(C(=O)OCC(=O)N2CC(=O)Nc3ccccc32)c1	102.3	-3.5	91.2	0.9	0.0	3.5	5.9	106.4	12.6

Assay outcomes from PubChem.
